Screening data from PubChem.
HBB splice mod = qHTS Assay for Modulators of Hemoglobin Beta Chain Splicing | HBB splicing reporter cell assay, activation; EGFP reporter with mutant IVS2-654 intron; response scale: normalised to 500 nM splice-correcting PNA | Potency, µM (titrated, usually from 46.1 µM), for the others: at the highest dose activation, hits mostly activators | 65,000 tested, 0.06% active; note: potency is the fitted concentration of half-maximal effect; 0% is about no effect
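Compounds were applied for 2 days to HeLa EGFP-654 cells, 500/well in Optimem with 2% FCS. The reporter's EGFP is disrupted by mis-splicing of beta-globin intron IVS2-654. Readout: summed well GFP fluorescence from 488 nm laser scanning; reference was 500 nM antisense […] 654 PNA.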
BRCT inh red = qHTS Assay for Inhibitors of BRCT-Phosphoprotein Interaction (Red Fluorophore) | AID 892, 2007 | BRCT-phosphopeptide binding, red fluorescence polarization | Breast cancer type 1 susceptibility protein (Homo sapiens), P38398 | 75,000 tested, 0.03% active | Potency, µM (doses to about 76.9 µM), without a hit: top-dose activity change, negative = inhibition, hits mostly inhibitors; note: % is set by controls: 0 for no effect and ±100 for the full control effect
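Fluorescence polarization: 100 nM His-tagged BRCA1 BRCT with 100 nM TAMRA-labelled phospho-BACH1 decapeptide, phosphate buffer pH 7.3 with 150 mM NaCl, DTT, 0.01% Tween 20; 12 min RT. Binding inhibition seen as FP decrease.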
15-hLO inh = qHTS Assay for Inhibitors of 15-hLO (15-human lipoxygenase); Polyunsaturated fatty acid lipoxygenase ALOX15 (Homo sapiens), P16050; purified 15hLO-1, xylenol orange hydroperoxide absorbance; Potency, µM (doses to about 57.1 µM), inactives show top-dose activity change, negative = inhibition, actives largely listed as inhibitors; 74,000 tested, 1.4% active; note: potency is the fitted concentration of half-maximal effect; % is set by controls: 0 for no effect and ±100 for the full control effect; nearly all actives have a fitted effect of over 55% in size
Target sequence (P16050 whole entry, looked up): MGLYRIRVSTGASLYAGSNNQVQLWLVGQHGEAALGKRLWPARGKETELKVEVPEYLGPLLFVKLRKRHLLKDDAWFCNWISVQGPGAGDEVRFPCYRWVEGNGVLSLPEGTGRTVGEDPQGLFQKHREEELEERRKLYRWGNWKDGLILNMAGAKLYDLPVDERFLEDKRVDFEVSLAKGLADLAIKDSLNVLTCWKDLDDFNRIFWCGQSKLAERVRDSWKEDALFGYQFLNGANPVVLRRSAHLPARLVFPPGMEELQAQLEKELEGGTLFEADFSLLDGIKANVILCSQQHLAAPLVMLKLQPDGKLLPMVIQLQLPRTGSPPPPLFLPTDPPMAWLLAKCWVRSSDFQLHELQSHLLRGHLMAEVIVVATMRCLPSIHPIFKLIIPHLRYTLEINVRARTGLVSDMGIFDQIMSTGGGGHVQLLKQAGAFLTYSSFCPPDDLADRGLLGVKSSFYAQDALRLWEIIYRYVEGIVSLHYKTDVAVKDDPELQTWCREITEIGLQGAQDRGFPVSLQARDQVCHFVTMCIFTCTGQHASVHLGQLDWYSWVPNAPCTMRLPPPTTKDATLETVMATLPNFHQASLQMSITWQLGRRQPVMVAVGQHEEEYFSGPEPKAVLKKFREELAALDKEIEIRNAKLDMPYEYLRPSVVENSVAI
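Hydroperoxide formed from arachidonic acid (50 uM) by purified human 15hLO-1 (40 nM) oxidizes ferrous iron, and the ferric-xylenol orange complex is read at 573 versus 405 nm. Compounds were preincubated 15 min; reaction ran 6 min at room temperature.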
BRCT PPI green = qHTS Assay for Inhibitors of BRCT-Phosphoprotein Interaction (Green Fluorophore); Breast cancer type 1 susceptibility protein (Homo sapiens), P38398; BRCA1 BRCT-phosphopeptide binding, green fluorescence polarization; Potency, µM (series often up to 76.9 µM), without a hit: at the highest dose activity change, negative = inhibition, hits mostly inhibitors; 75,000 tested, 0.05% active; AID 875, 2007;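 note: potency is the fitted concentration of half-maximal effect; plate controls were peptide without protein for full effect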
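Compounds were incubated for 12 min at room temperature with a complex of 100 nM fluorescein-tagged pBACH1 decapeptide and 250 nM His-tagged BRCT protein. Buffer was phosphate pH 7.3 with EDTA, DTT and Tween 20. Disruption of binding lowers the polarization signal.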
CRE Fsk mod = Cell signaling CRE-BLA (Fsk stim); 71,000 tested, 2.5% active; Potency, µM (series often up to 38.2 µM), for the others: at the highest dose activity change, negative = inhibition, usual class: activators; CHO CRE-bla reporter (cAMP response element driving beta-lactamase), forskolin EC10, beta-lactamase ratio; active = well fitted activation curve with a large enough effect in the signal ratio, with a control signal flat, not every such curve was filed as active; inconclusive = small, poorly fitted or top-dose-only effect, or effect the other way, or a change in a side signal; the % refers to the signal ratio; note: potency is the fitted concentration of half-maximal effect; % of control where 0% means no effect
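Forskolin analogue NKH 477 at EC10 stimulated CRE-driven beta-lactamase in CHO cells alongside compound dilution series. Beta-lactamase was measured with CCF4, excitation 405 nm, emission ratio 460/530 nm.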
Hsp90 Hop PPI = qHTS Assay for Disrupters of an Hsp90 Co-Chaperone Interaction. Hsp90 C-terminal peptide / TPR2A (Hop) interaction, human. AlphaScreen TPR2A-His6 binding biotin-Hsp90 C-terminal peptide. Potency, µM (top dose mostly 57 µM), without a hit: at the highest dose activity change, negative = inhibition. 71,000 tested, 0.44% active; active = well fitted curve in either direction with a large enough effect; inconclusive = small, poorly fitted or top-dose-only effect, or another doubt; note: potency is the fitted concentration of half-maximal effect; % is set by controls: 0 for no effect and ±100 for the full control effect; many of its hits are not listed in these tables
DNA Pol III inh = qHTS Assay for Inhibitors of DNA Polymerase III Holoenzyme System; 71,000 tested, 0.25% active; reconstituted DNA polymerase III holoenzyme replication, biochemical; AID 603, 2007; Potency, µM (doses to about 57.1 µM), for inactives: at the top dose activity change, negative = inhibition; note: potency is the fitted concentration of half-maximal effect; % is set by controls: 0 for no effect and ±100 for the full control effect
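Reconstituted *E. coli* holoenzyme (0.35 nM Pol III, 1 nM beta, 154 nM SSB, 2 nM primase) was preincubated with compound for 15 min at RT. Synthesis on 1.4 nM ssM13Gori ran 35 min, then was stopped with PicoGreen/EDTA and read as dsDNA fluorescence.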
Epigenetic mod = qHTS Assay for Epigenetic Modulators. 68,000 tested, 0.09% active. mouse C127i GFP locus derepression, cytometry, 30 h. AID 597, 2007. Potency, µM (highest dose often 46.1 µM), inactives show at the top dose GFP derepression (activation); note: % of control where 0% means no effect
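Read-out is the number of GFP-positive cells, scored as fluorescent objects 20 to 120 um wide, reflecting derepression of a silenced CMV-GFP reporter in murine C127i cells after 30 h compound exposure at 37 C.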
HADH2 inhib = qHTS Assay for Inhibitors of HADH2 (Hydroxyacyl-Coenzyme A Dehydrogenase, Type II). recombinant HADH2, NADH fluorescence, beta-hydroxybutyryl-CoA. 73,000 tested, 3.4% active. 3-hydroxyacyl-CoA dehydrogenase type-2 (Homo sapiens), Q99714. AID 886, 2007. Potency, µM (highest dose often 57.1 µM), without a hit: top-dose activity change, negative = inhibition, hits mostly inhibitors; note: potency is the fitted concentration of half-maximal effect; % is set by controls: 0 for no effect and ±100 for the full control effect; nearly all actives have a fitted effect of over 60% in size; many of its hits are not listed in these tables
Target sequence (Q99714 whole entry, looked up, one chain of several): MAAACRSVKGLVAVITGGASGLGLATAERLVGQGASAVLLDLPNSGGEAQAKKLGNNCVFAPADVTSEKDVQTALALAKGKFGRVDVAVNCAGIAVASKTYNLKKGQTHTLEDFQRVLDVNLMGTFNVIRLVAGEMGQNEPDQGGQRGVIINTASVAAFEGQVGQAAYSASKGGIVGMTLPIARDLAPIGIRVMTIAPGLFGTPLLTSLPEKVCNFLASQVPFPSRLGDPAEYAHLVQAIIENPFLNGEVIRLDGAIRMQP
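E. coli-expressed His-tagged HADH2 tested at 20 nM in alkaline Tris buffer (pH 9.0); oxidation of 90 uM beta-hydroxybutyryl-CoA with 1 mM NAD+ tracked fluorimetrically for 4 min.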
USP2a inhib = qHTS Assay for Inhibitors of Ubiquitin-specific Protease USP2a | AID 927, 2007 | 60,000 tested, 0.1% active | USP2a enzymatic assay, qHTS inhibition | Ubiquitin carboxyl-terminal hydrolase 2 (Homo sapiens), O75604 | Potency, µM (highest dose often 38.3 µM), for inactives: at the highest dose activity change, negative = inhibition, usual class: inhibitors;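 note: potency is the fitted concentration of half-maximal effect; nearly all actives have a fitted effect of over 60% in size; plate controls were DMSO for no effect and NEM full inhibition control for full effect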
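USP2 core (20nM final) preincubated 30 min RT with compound, then Ub-PLA2 20nM and NBD C6-HPC 20uM final added; buffer 20mM Tris-HCl pH 8.0, 2mM CaCl2. Fluorescence Ex 460/Em 535 read at 0 and 2.5 h; normalized to NEM.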
UbGFP stabilizer = Ubiquitin-GFP Assay | Ubiquitin-GFP reporter cells, proteasome inhibition, GFP fluorescence; response scale: untreated = 0%, 10 µM MG-132 = 100% | Potency, µM (highest dose often 45.9 µM), inactives show top-dose activation (GFP accumulation), actives largely listed as activators | 67,000 tested, under 10 active | AID 526, 2006; active = well fitted activation curve with a large enough effect, not every such curve was filed as active; inconclusive = small, poorly fitted or top-dose-only effect, or another doubt; inactive = no such curve, though single readings can be large or run the other way; note: potency is the fitted concentration of half-maximal effect
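GFP accumulation read-out: laser plate cytometry counting ubiquitin(G76V)-GFP-expressing U2OS cells after 4 hr compound exposure at 37 °C. Titrations spanned 46 uM to 2.9 nM; 0% = basal, 100% = 10 uM MG-132; concentration-response curves fitted.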
* marks the source's active call; other numbers are inactive results; [ ] = dose if it differs, or a comment. Unless noted, calls come from the whole dose curve; as a rule, active = well fitted curve in the direction sought with a large enough effect; inconclusive = small, poorly fitted or top-dose-only effect, or another doubt; inactive = no such curve, though single readings can be large; an effect the other way counts as inactive or inconclusive. A portion of the library, so the mix of outcomes need not match the whole.

How did CCOc1ccc(C2/C(=C(/O)c3ccc(Cl)cc3)C(=O)C(=O)N2CCCN(C)C)cc1OC (configuration not stated) do in these assays?
HBB splice mod: 0.6%[1.84 µM]; BRCT inh red: 1.1%; 15-hLO inh: 2%; BRCT PPI green: -0.5%; CRE Fsk mod: inconclusive; Hsp90 Hop PPI: -1%; DNA Pol III inh: -6%; Epigenetic mod: 0%; HADH2 inhib: 5%; USP2a inhib: 6%; UbGFP stabilizer: 5%

Results for COc1cc2nc(C3CCC3)n(NC(=O)C(OC(C)=O)c3ccccc3)c(=O)c2cc1OC (configuration not stated) ?
HBB splice mod: 0.1%[57.5 µM]; BRCT inh red: -2.1%; 15-hLO inh: 6%; BRCT PPI green: -1.8%; CRE Fsk mod: 0%; Hsp90 Hop PPI: 2%; DNA Pol III inh: -3%; Epigenetic mod: 3%; HADH2 inhib: 7%; USP2a inhib: 10%; UbGFP stabilizer: 2%

What do the screens show for `O=C1C[C@H](c2ccccc2)[C@@H](c2ccc(Br)cc2)O1`?
HBB splice mod: 3.8%[9.22 µM]; BRCT inh red: -1.4%[15.4 µM]; 15-hLO inh: -2%[11.4 µM]; BRCT PPI green: 0.1%[15.4 µM]; HADH2 inhib: 2%[11.4 µM]

How did Cn1nc(C(=O)Nc2ccc(S(=O)(=O)N3CCCCC3)cc2)ccc1=O do in these assays?
HBB splice mod: -0.4%[57.5 µM]; BRCT inh red: 0.7%; 15-hLO inh: 7%; BRCT PPI green: -3.3%; CRE Fsk mod: 14%; Hsp90 Hop PPI: -3%; DNA Pol III inh: 6%; Epigenetic mod: -3%; HADH2 inhib: 7%; USP2a inhib: 14%; UbGFP stabilizer: 3%

What do the screens show for `O=C(CC1CCCCC1)NCc1ccccn1`?
HBB splice mod: 0.1%; BRCT inh red: -3.9%; 15-hLO inh: 7%; BRCT PPI green: -2.5%; CRE Fsk mod: -2%; Hsp90 Hop PPI: -4%; DNA Pol III inh: 1%; Epigenetic mod: -2%; HADH2 inhib: 11%; USP2a inhib: 1%; UbGFP stabilizer: -4%

What do the screens show for `CC(C)Cn1cc(C(=O)N2CCOCC2)c2c3ccccc3n(C)c2c1=O`?
HBB splice mod: -1.9%; BRCT inh red: -2.3%; 15-hLO inh: -2%; BRCT PPI green: -2.0%; CRE Fsk mod: inconclusive; Hsp90 Hop PPI: -7%; DNA Pol III inh: -3%; Epigenetic mod: 6%; HADH2 inhib: inconclusive; USP2a inhib: 0%; UbGFP stabilizer: 0%

What do the screens show for `CCN(C1CCCCC1)S(=O)(=O)c1cn(C)c(=O)n(C)c1=O`?
HBB splice mod: 0.4%; BRCT inh red: 0.5%; 15-hLO inh: -5%; BRCT PPI green: 9.0%; CRE Fsk mod: inconclusive; Hsp90 Hop PPI: 1%; DNA Pol III inh: -1%; HADH2 inhib: -23%; UbGFP stabilizer: 2%

Results for Cc1c(N2C(=O)C(C)SC23C(=O)Nc2ccccc23)c(=O)n(-c2ccccc2)n1C (configuration not stated) ?
HBB splice mod: 3.1%; BRCT inh red: 0.5%; 15-hLO inh: 14%; BRCT PPI green: -1.6%; CRE Fsk mod: inconclusive; Hsp90 Hop PPI: -6%; DNA Pol III inh: -1%; Epigenetic mod: 5%; HADH2 inhib: -7%; USP2a inhib: 2%; UbGFP stabilizer: -4%

What do the screens show for `CCC1(C)CC(=O)N(c2ccc(C(=O)O)c(O)c2)C1=O` (configuration not stated)?
HBB splice mod: -0.4%[57.5 µM]; BRCT inh red: -1.4%; 15-hLO inh: 11%; BRCT PPI green: -1.1%; CRE Fsk mod: -7%; Hsp90 Hop PPI: 1%; DNA Pol III inh: -5%; Epigenetic mod: -3%; HADH2 inhib: -7%; USP2a inhib: -7%; UbGFP stabilizer: -1%

Results for COc1ccc(C(=O)Nc2ccc(S(=O)(=O)NCc3ccco3)cc2)cc1OC ?
HBB splice mod: 0.4%[57.5 µM]; BRCT inh red: 0.1%; 15-hLO inh: -1%; BRCT PPI green: 0.5%; CRE Fsk mod: 5%; Hsp90 Hop PPI: -2%; DNA Pol III inh: -2%; Epigenetic mod: -1%; HADH2 inhib: -18%; UbGFP stabilizer: 6%

What do the screens show for `CCOC(=O)c1c(C)[nH]c(C)c1C(=O)CN1C(=O)NC(CC(C)C)C1=O` (configuration not stated)?
HBB splice mod: 0.4%; BRCT inh red: 0.1%; 15-hLO inh: -2%; BRCT PPI green: 0.0%; CRE Fsk mod: -2%; Hsp90 Hop PPI: 0%; DNA Pol III inh: 3%; Epigenetic mod: 4%; HADH2 inhib: 3%; USP2a inhib: 1%; UbGFP stabilizer: 19%

How did Cn1nnnc1SCC(=O)Nc1ccc(N2CCOCC2)cc1 do in these assays?
HBB splice mod: 0.1%[57.5 µM]; BRCT inh red: -0.1%; 15-hLO inh: 6%; BRCT PPI green: -0.8%; CRE Fsk mod: -6%; Hsp90 Hop PPI: -2%; DNA Pol III inh: -6%; Epigenetic mod: -2%; HADH2 inhib: -11%; USP2a inhib: -1%; UbGFP stabilizer: -6%

Results for C[C@@H](C(=O)NCc1nc2ccccc2[nH]1)[C@@H]1C[C@@]1(C)[C@@H](NC(=O)OCc1ccccc1)c1ccccc1 ?
HBB splice mod: 0.4%; BRCT inh red: 0.3%; BRCT PPI green: 0.3%; CRE Fsk mod: -19%; Hsp90 Hop PPI: -16%; DNA Pol III inh: 18%; HADH2 inhib: 9%

What do the screens show for `COc1ccc(CN2CCCCCC2)c(C)c1C`?
HBB splice mod: -0.3%; BRCT inh red: 0.5%; 15-hLO inh: -1%; BRCT PPI green: -0.4%; CRE Fsk mod: 6%; Hsp90 Hop PPI: -3%; DNA Pol III inh: -6%; Epigenetic mod: 6%; HADH2 inhib: 3%; USP2a inhib: -7%; UbGFP stabilizer: -2%

What do the screens show for `C=CC(=O)c1ccc2ccccc2c1`?
HBB splice mod: -1.3%; BRCT inh red: 0.3%; 15-hLO inh: 13µM*; BRCT PPI green: 0.9%; HADH2 inhib: 20µM*

How did CC(C)(C)NC(=O)Cn1c(SCC(=O)N2CCCCCC2)nc2ccccc21 do in these assays?
HBB splice mod: -1.6%; BRCT inh red: 1.0%; 15-hLO inh: 11%; BRCT PPI green: -0.1%; CRE Fsk mod: 7%; Hsp90 Hop PPI: -1%; DNA Pol III inh: -1%; Epigenetic mod: -2%; HADH2 inhib: 7%; USP2a inhib: 3%; UbGFP stabilizer: -2%

How did CN(Cc1ccco1)c1nc(-c2ccc3c(c2)OCO3)nc2ccccc12 do in these assays?
HBB splice mod: -1.1%; BRCT inh red: -1.6%; 15-hLO inh: -6%; BRCT PPI green: -0.7%; CRE Fsk mod: inconclusive; Hsp90 Hop PPI: 25%; DNA Pol III inh: -2%; Epigenetic mod: -5%[9.22 µM]; HADH2 inhib: -29%; USP2a inhib: 110%[activator]; UbGFP stabilizer: 10%

How did Cc1ccc(-n2ncc3c(=O)[nH]c(SCC(=O)N4CCN(c5ccccc5)CC4)nc32)cc1 do in these assays?
HBB splice mod: -0.7%; BRCT inh red: 1.3%; 15-hLO inh: 7%; BRCT PPI green: -2.1%; CRE Fsk mod: inconclusive; Hsp90 Hop PPI: -3%; DNA Pol III inh: -4%; Epigenetic mod: 0%; HADH2 inhib: 5%; USP2a inhib: 15%; UbGFP stabilizer: -2%
